Compound activity from PubChem.
FEN1 inhibitor: blocks human flap endonuclease 1 | Recombinant FEN1 flap cleavage, fluorescence, 15 min | Potency, µM (highest dose often 114 µM), inactives show at the top dose activity change, negative = inhibition, usual class: inhibitors | P39748 | hit rate 0.35% among 390,000; further: nearly all actives have a fitted effect of over 65% in size
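FEN1 at 10 nM preincubated with compounds 15 min at room temperature, then flap DNA substrate added at 50 nM final. Signal read at 0 and 15 min; concentration-response fitted with four-parameter Hill equation.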
N370S GC: N370S glucocerebrosidase modulation, Gaucher chaperone candidate; P04062; AID 2101; hit rate 0.092% among 330,000; Potency, µM (titrated, usually from 59.4 µM), without a hit: top-dose activity change, negative = inhibition, usual class: inhibitors; N370S GC spleen homogenate, 4MU-glucoside fluorescence;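 further: 0% = full enzyme activity and -100% = no enzyme basal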
GCN5L2 inh: GCN5L2 (KAT2A) acetyltransferase inhibition. Q92830. GCN5L2 HAT assay, ThioGlo1 CoA-SH fluorescence. Potency, µM (titrated, usually from 58.9 µM), inactives show at the highest dose activity change, negative = inhibition, most hits filed as inhibitors. hit rate 0.21% among 390,000. AID 504327
Target sequence (Q92830 whole entry, looked up): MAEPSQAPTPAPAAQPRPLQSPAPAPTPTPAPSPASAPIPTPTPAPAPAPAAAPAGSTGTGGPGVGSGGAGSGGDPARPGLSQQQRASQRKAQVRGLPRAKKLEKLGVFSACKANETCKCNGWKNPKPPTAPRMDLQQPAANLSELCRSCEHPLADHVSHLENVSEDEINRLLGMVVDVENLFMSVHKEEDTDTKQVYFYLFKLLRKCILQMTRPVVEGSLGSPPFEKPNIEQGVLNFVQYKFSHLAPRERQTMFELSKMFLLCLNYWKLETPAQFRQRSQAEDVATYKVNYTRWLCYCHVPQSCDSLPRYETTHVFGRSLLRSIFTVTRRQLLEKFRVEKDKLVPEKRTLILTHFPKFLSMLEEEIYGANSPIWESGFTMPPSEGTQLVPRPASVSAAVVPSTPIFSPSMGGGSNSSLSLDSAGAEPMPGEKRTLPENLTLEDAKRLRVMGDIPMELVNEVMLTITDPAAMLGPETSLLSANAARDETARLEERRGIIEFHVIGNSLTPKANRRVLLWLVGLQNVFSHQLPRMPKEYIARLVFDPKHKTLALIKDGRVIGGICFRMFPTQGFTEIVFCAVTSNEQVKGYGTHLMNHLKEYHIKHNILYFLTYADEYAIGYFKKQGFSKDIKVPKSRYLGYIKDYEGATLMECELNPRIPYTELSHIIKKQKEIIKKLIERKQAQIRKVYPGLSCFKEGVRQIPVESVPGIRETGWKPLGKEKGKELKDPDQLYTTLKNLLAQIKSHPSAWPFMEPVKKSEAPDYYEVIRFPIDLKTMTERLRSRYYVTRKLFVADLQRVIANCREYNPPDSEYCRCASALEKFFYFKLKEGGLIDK
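GCN5L2 (20 nM) in 50mM HEPES pH 7.5, 0.1mM EDTA, 0.01% Tween-20 preincubated 15 min with compounds at room temperature. Reaction started with H3(1-25) 75uM, acetyl-CoA 70uM, ThioGlo1 50uM; CoA-thiol fluorescence (Ex340/Em540) read at 0 and 20 min.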
Active calls of the source: *; ? = inconclusive; . = not tested or not shown; & = joins results of further samples; [ ] = another dose, or the depositor's remark. The call rests on the fitted dose curve; in most records, active means well fitted curve in the direction sought with a large enough effect; inconclusive means small, poorly fitted or top-dose-only effect, or another doubt; inactive means no such curve, though single readings can be large; an effect the other way counts as inactive or inconclusive. Unless noted, on the % scale 0 is the no-effect control and ±100 the full control effect; potency means the concentration at half of the fitted maximal effect.

Structure,N370S GC,FEN1 inhibitor,GCN5L2 inh
O=c1ccc2cc(S(=O)(=O)NCc3ccccc3)ccc2[nH]1,-22%,-13%,-1%
O=C(NNc1cccc(Cl)n1)Nc1cccc(Cl)c1,3%,5%,0%
CCOC(=O)/C(C#N)=C1/C=CNC(=O)N1,7%,-1%,-7%
CC(C)(C)C(=O)Nc1c(Cl)cccc1OC(F)(F)F,6%,13%,-2%
O=C(CNC(=O)c1cccc(Br)c1)N/N=C/c1cccnc1,-6%,-7%,-2%
O=C(NNC(=O)C1CCCC1)c1cc([N+](=O)[O-])cc([N+](=O)[O-])c1,.,-4%,-8%
CCCOc1ccc(-c2nc(SCc3ccccc3)[nH]c(=O)c2C#N)cc1OC,-4%,-5%,-1%
Cc1ccc(-n2nc(C)c(C(=O)NCCCN3CCN(c4ccc(F)cc4)CC3)c2-n2cccc2)cc1,.,-5%,-3%
Cc1cc(C(=O)O/N=C(\N)c2ccc(C(C)(C)C)cc2)no1,5%,-3%,1%
O=c1[nH]n(-c2ccc([N+](=O)[O-])cc2)c(=O)c2ccccc12,-18%,-8%,0%
c1ccc(-c2nnc(OCc3cccnc3)c3ccccc23)cc1,4%,6%,3%
CC(=O)OC(C)C[N+](C)(C)C (stereo not drawn),23%&1%&-2%,-4%,2%&1%&12%
COCCC(=O)N1CCCC(N2CCN(c3ccc(F)cc3)CC2)C1 (stereo not drawn),-1%,0%,-3%
COc1ccc(NC(=O)CN(C)C(=O)CC2CCCCC2)cc1,-16%,-3%,-8%
Cc1cccc(C)c1OCC(=O)OCC(=O)Nc1ccc(Cl)cn1,.,-2%,-1%
CCOC(=O)c1c(C)oc2c1c(C(c1ccccc1)N1CCOCC1)c(O)c1ccccc12 (stereo not drawn),.,-15%,-7%
CC(C)CNC(=S)NNC(=O)c1csc2c1CCCC2,-9%,-7%,1%
CNCc1ccccc1,-10%&17%,.,-9%&4%
COc1ccc(OC)c(CCNC(=O)CCc2cn(Cc3cc(C)ccc3C)c3ccccc23)c1,.,-14%,-10%
CC(/C=C/c1ccccc1)=N/NC(=O)c1cnccn1,7%,-8%,-3%
O=C1N=C(N2CCOCC2)S/C1=C1\C(=O)N(Cc2ccccc2)c2ccccc21,8%[2.35 µM],-3%,1%
NC(=O)c1c(NC(=O)c2ccc(S(=O)(=O)N3CCOCC3)cc2)sc2c1CCCCC2,-4%,-2%,3%
CC(C)[C@H](NC(=O)CCn1nnc2ccccc2c1=O)C(=O)O,-3%,1%,0%
O=C(CCCOc1ccccc1)Nc1ccc(Cl)cn1,17%,4%,0%
COc1ccc2[nH]c(=O)c(CN(CC3CCCO3)C(=O)Nc3ccc(F)cc3)cc2c1 (stereo not drawn),5%,-1%,?
CC(C)CN1CCC2(CC1)CCN(C(=O)c1cccc(F)c1)CC2,17%,.,9%
CCN1C(=O)c2cccc3c(S(=O)(=O)Nc4ccccc4O)ccc1c23,3%,1%,-6%
COc1c([N+](=O)[O-])c(=O)n(-c2ccccc2)c2ccccc12,18%,4%,-8%
O=C(/C=C/NNC(=O)c1ccc(Cl)cc1)c1ccccc1,-13%,10%,-1%
COc1ccc(OCc2nc3c4cc(OC)c(OC)cc4nc(=S)n3[nH]2)cc1,3%,1%,-6%
COc1ccccc1CNC(=O)Cn1nnc(-c2ccncc2)n1,-1%,-1%,0%
CCOc1cc(CNCCc2ccc(S(N)(=O)=O)cc2)ccc1OCc1ccc(Cl)cc1,?,-5%,-2%
Cc1nc2c(C(=O)NCCc3ccc(Cl)cc3)cnn2c(C)c1Cc1ccc(F)cc1,.,-11%,3%
CN(C)C1=NCCN1CC1CCCC1,1%,-11%,-2%
O=c1c(-c2ccccc2)nc2cnc(Oc3cccc(Cl)c3)nc2n1C[C@H]1CCCO1,14%,.,-14%
C=CCN1C(=O)CC(C(=O)NC)SC1=Nc1ccc(C(=O)OCC)cc1 (stereo not drawn),-5%,2%,-3%
COC(=O)CC(c1ccc(C(C)C)cc1)n1cccc1 (stereo not drawn),4%,-16%,3%
COc1ccc(C2/C(=C(/O)c3ccccc3)C(=O)C(=O)N2c2ccccn2)cc1OC (stereo not drawn),-11%,-2%,-6%
CCOC(=O)N1CCN(C(c2cccnc2)c2ccc3cccnc3c2O)CC1 (stereo not drawn),1%,0%,-2%
COc1cccc(Oc2ccc(C(F)(F)F)cc2NC(=O)CN2C(=O)NC3(CCCC3)C2=O)c1,.,19%,2%

Molecules above that have a nitro group on carbon (three):
Structure,N370S GC,FEN1 inhibitor,GCN5L2 inh
O=C(NNC(=O)C1CCCC1)c1cc([N+](=O)[O-])cc([N+](=O)[O-])c1,.,-4%,-8%
O=c1[nH]n(-c2ccc([N+](=O)[O-])cc2)c(=O)c2ccccc12,-18%,-8%,0%
COc1c([N+](=O)[O-])c(=O)n(-c2ccccc2)c2ccccc12,18%,4%,-8%

Other records.
Structure,N370S GC,FEN1 inhibitor,GCN5L2 inh
N#Cc1ccc(C(=O)NC2CCCc3ccccc32)cc1 (stereo not drawn),19%,4%,-6%
COc1ccccc1NC(=O)OCC#CCOC(=O)Nc1ccccc1OC,3%,11%,-21%
CCN(Cc1ccccc1)C(=O)c1nc(-c2cccc(F)c2)n2c1CCCCC2,.,-11%,-5%
CS(=O)(=O)c1ccc2nc(NC(=O)CCN3C(=O)c4ccccc4C3=O)sc2c1,-2%,-16%,2%
CC(=O)Nc1ccc(NC(=O)C(=O)NCC(c2ccco2)N2CCc3ccccc3C2)cc1 (stereo not drawn),-4%,0%,2%
Cc1cc(N2CCOCC2)n2cc(-c3ccc(F)cc3)nc2n1,1%,1%,-1%
Cc1cccc(C(=O)Nc2cc(S(=O)(=O)N3CCOCC3)ccc2N2CCCCC2)c1,.,-5%,-6%
O=C(NNC(=O)C1CC2CCC1C2)c1ccccc1 (stereo not drawn),12%,2%,-6%
Cc1cccc(Cn2c(NCCO)nc3c2c(=O)n(C)c(=O)n3C)c1,-4%,-7%,2%
CSc1nc2ccccc2n1C(=O)Oc1ccccc1,2%,3%,-17%
CC(C)CCNC(=O)CSc1nc2ccsc2c(=O)n1NC(=O)c1ccccc1,7%,6%,-1%
CN(C)CCCNC(=O)C[C@H]1C[C@H](C(=O)N2CCCCC2)[C@@]2(C)c3[nH]c4ccc(Cl)cc4c3CCN2C1=O,.,14%,-8%
CCOc1ccc(-c2cnc3ccccc3n2)cc1,9%,4%,-2%
O=C(CCn1nc(-c2ccccc2)ccc1=O)N1CCN(c2ccccc2)CC1,2%,-14%,-22%
CCOC(=O)Nc1ccc2c(CN3C(=O)NC4(CCCC4)C3=O)cc(=O)oc2c1,12%,5%,-6%
O=C(NCCN1CCOCC1)c1cccc(S(=O)(=O)N2CCCCCC2)c1,0%,-9%,-5%
CC(=O)c1ccc(NC(=O)c2ccccc2Sc2ncnc3sc(C)c(C)c23)cc1,-2%,-24%,-2%
Cn1ncc2c(=O)n(/N=C/c3ccccc3)cnc21,2%,10%,0%
O=C(O)Cc1ccc(NC(=O)Nc2cccc(Cl)c2)cc1,1%,10%,11%
COc1ccc(-c2cc(C(F)(F)F)nc(-n3nc(C(F)(F)F)cc3C)n2)cc1,.,?,-1%
COc1ccc(NC(=O)CSc2nnc(CNC(=O)c3ccco3)n2-c2ccccc2OC)cc1,6%,9%,-5%
COc1ccc([N+](=O)[O-])cc1NC(=O)COC(=O)c1ccccc1C(=O)c1ccccc1,17%,-8%,-1%
O=C(Nc1ccncc1)c1cccc(S(=O)(=O)N2CCc3ccccc32)c1,-15%,5%,-8%
COCC(=O)Nc1ccc(S(=O)(=O)Nc2ccccn2)cc1,0%,-4%,-8%
CCOC(=O)C1CCCN(C(=O)CSc2nnc3nc(C)cc(C)n23)C1 (stereo not drawn),.,-11%,-13%
Cc1cccc(NC(=S)N2CCC(N(C)CC3CCCO3)CC2)c1 (stereo not drawn),-7%,2%,0%
COc1ccccc1Cn1c(=O)c2ccccc2n2c(SCC(=O)N3CCCCC3)nnc12,1%,-4%,30%[activator]
O=C(OCc1nnc(-c2ccccc2)o1)c1cc2ccccc2cc1O,20%,-8%,-7%
CCCOc1cccc(C(=O)N(Cc2ccccc2)C2CCS(=O)(=O)C2)c1 (stereo not drawn),-3%,-8%,3%
COc1ccc(OC)c(/C=C/C(=O)Oc2ccc(C(C)=O)cc2)c1,?,2%,-10%
CC(=O)N1CCc2cc(C(=O)CN3CCN(C(=O)c4ccco4)CC3)ccc21,-5%,-15%,-8%
COC(=O)[C@H]1C[C@@H]1[C@H](NC(=O)[C@H]1C[C@@H]1[C@H](NC(=O)OCc1ccccc1)c1ccccc1)c1ccccc1,2%,11%,-4%
O=C(CCc1ccccc1)Nc1ccc(N2CCCCC2)cc1,0%,-4%,-2%
O=S(=O)(NCC1(N2CCOCC2)CCCCC1)c1ccccc1Cl,-6%,-2%,1%
CN1C(=O)Cc2cc(S(=O)(=O)N3CCN(c4cccc(Cl)c4)CC3)ccc21,-1%,-4%,?
CCc1ccccc1NC(=O)C/C(C)=N/NC(=O)COc1ccccc1C,1%,-1%,-1%
COc1ccc(C(=O)NN2CC(O)=C(c3nc4ccccc4n3C)C2=N)cc1OC,-5%,-7%,-3%
O=C(Nc1ncccc1O)c1ccc(S(=O)(=O)N2CCCC2)cc1,5%,-2%,7%
Cc1cc2oc(C(=O)Nc3cccnc3)c(C)c2cc1C,6%,-11%,-3%
CS(=O)(=O)N1CCN(c2ccccc2NC(=O)c2ccc([N+](=O)[O-])o2)CC1,-2%,-19%,-13%

Shown with values under each structure: entries from further up
Values run as follows: N370S GC	FEN1 inhibitor	GCN5L2 inh
- O=C(O)Cc1ccc(NC(=O)Nc2cccc(Cl)c2)cc1
→ 1%	10%	11%
- COc1ccc(-c2cc(C(F)(F)F)nc(-n3nc(C(F)(F)F)cc3C)n2)cc1
→ .	?	-1%
- COc1ccc(NC(=O)CSc2nnc(CNC(=O)c3ccco3)n2-c2ccccc2OC)cc1
→ 6%	9%	-5%
- COc1ccc([N+](=O)[O-])cc1NC(=O)COC(=O)c1ccccc1C(=O)c1ccccc1
→ 17%	-8%	-1%
- O=C(Nc1ccncc1)c1cccc(S(=O)(=O)N2CCc3ccccc32)c1
→ -15%	5%	-8%

The listing continues:
Structure,N370S GC,FEN1 inhibitor,GCN5L2 inh
CCOC(=O)c1c(-c2cccs2)csc1NC(=O)CC(C)C,16%,-4%,-1%
CC(C)(C)NC(=O)CN(Cc1cccs1)C(=O)CNS(=O)(=O)c1ccccc1,3%,9%,-16%
S=C(Nc1ccc(Br)cc1Cl)N1CCN(c2ccccn2)CC1,?,-8%,1%
CC(C)NC(=O)COC(=O)/C=C/c1ccc(F)cc1,-8%,2%,-2%
O=C(Nc1ccc2c(c1)OCO2)C1CC(=O)N(c2ccc(F)cc2)C1 (stereo not drawn),1%,-10%,-3%
CC1CC(C)CN(C/C=C/c2ccccc2[N+](=O)[O-])C1 (stereo not drawn),1%,15%,-6%
Cc1ccc(S(=O)(=O)NC(N)=NCCc2ccc(Cl)cc2)cc1C,4%,0%,-5%
O=C1CN(C(=O)c2ccccc2F)C(c2ccccc2)c2cc(F)ccc2N1 (stereo not drawn),5%,-3%,-4%
Cc1nnc(SCC(=O)NC(=O)NC(C)C)s1,15%,20%,-3%
CCOc1ccc(NC(=O)c2cn3c4c(ccc(Cl)c4c2=O)OC(C)C3)cc1 (stereo not drawn),.,-8%,-9%
CCC(C)NCC(=O)Nc1ccc(S(N)(=O)=O)cc1 (stereo not drawn),2%,0%,0%
O/N=C1\CCc2cc(Cl)ccc21,-3%,6%,-5%
Cc1ccc(/C=N/N2CCCCC2)o1,1%,-1%,?
CCc1cc2c(CN3CCN(CC)CC3)cc(=O)oc2cc1O,?,-9%,-22%
O=C1NC(=S)N/C1=C/c1cccc([N+](=O)[O-])c1,-19%,0%,-8%

Some of the entries so far, as labelled records:
Cc1nnc(SCC(=O)NC(=O)NC(C)C)s1
  N370S GC: 15%	FEN1 inhibitor: 20%	GCN5L2 inh: -3%
CCOc1ccc(NC(=O)c2cn3c4c(ccc(Cl)c4c2=O)OC(C)C3)cc1 (stereo not drawn)
  N370S GC: .	FEN1 inhibitor: -8%	GCN5L2 inh: -9%
CCC(C)NCC(=O)Nc1ccc(S(N)(=O)=O)cc1 (stereo not drawn)
  N370S GC: 2%	FEN1 inhibitor: 0%	GCN5L2 inh: 0%

Outcome played no part in choosing rows, and some 0.54% of all compounds hit somewhere here.
